Screening data as filed in PubChem BioAssay.
ERK EGF inh: qHTS Assay for Inhibitors of the ERK Signaling Pathway using a Homogeneous Screening Assay; Stimulation with EGF. AID 1454, 2008. HEK293-V1b, EGF-stimulated phospho-ERK AlphaScreen. Potency, µM (series often up to 11.5 µM), without a hit: at the top dose activity change, negative = inhibition, most hits filed as inhibitors. 130,000 tested, 0.41% active; active = well fitted inhibition curve with a large enough effect; inconclusive = small, poorly fitted or top-dose-only effect, or effect the other way;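 also: plate controls were stimulated vehicle wells for no effect and unstimulated vehicle basal for full effect; nearly all actives have a fitted effect of over 55% in size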
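Compounds are titrated over HEK293-V1b cells kept overnight in 1% FBS. After 30 min at 37C, EGF (25 nM final) triggers ERK phosphorylation for 5 min, measured by AlphaScreen in lysates.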
* = called active by the depositor; ? = inconclusive; & = joins results of further samples; [ ] = remark or other dose. Potency is read from the fitted curve at half-maximal effect.

SMILES	ERK EGF inh
C[N+](C)(C)CC#CCN1CCCC1=O	3%&-6%
COC(=O)C12CC3=CC(CC3=O)Cc3ccccc3[C@@H]1CNC2=O (stereo partly specified)	-2%
NC(=NCCc1ccc(I)cc1)SCCCc1cnc[nH]1	2%
CN(C)c1ccc(/C=C2/C(=O)NC(=O)N(Cc3ccco3)C2=O)cc1	6%
CC(=O)N1N=C(c2cccnc2)CC1c1ccccc1O (stereo unspecified)	3%[57.5 µM]
COc1ccc(OC)c(NC2=NCCCS2)c1	-4%
CCCCCCn1c(=O)c(C(=O)Nc2cnccn2)c(O)c2ccccc21	-2%
CC(C)=CC1C(C(=O)OCc2cccc(Oc3ccccc3)c2)C1(C)C (stereo unspecified)	16%
C[C@]12CC[C@H](O)C[C@@H]1CC[C@H]1[C@H]2CC[C@]2(C)C(=O)CC[C@@H]12	-5%&5%&-1%[25.7 µM]
O=[N+]([O-])NC1=NCN(Cc2ccco2)CN1Cc1ccco1	-3%
O=C(O)COc1cc(Cl)c(Cl)cc1Cl	31%
O=C1NC(=O)N(Cc2ccc(F)cc2)C(=O)/C1=C\c1ccoc1	-4%[57.5 µM]
CCc1ccc(CN2CCCC(C(=O)c3sccc3C)C2)o1 (stereo unspecified)	-5%
C[C@]12CC[C@@H]3c4cc(O)c(O)cc4CC[C@H]3[C@@H]1CC[C@@H]2O	?
CC(C)C1C(=O)N2CCCC2[C@]2(O)O[C@@](NC(=O)[C@@H]3C=C4c5cccc6[nH]cc(c56)C[C@H]4N(C)C3)(C(C)C)C(=O)N12 (stereo partly specified)	-3%
O=C(CCCN1CCC2(CC1)C(=O)N(Cc1cccc(F)c1)CN2c1ccccc1)c1ccc(F)cc1	10%
CC(C)[C@@H]1CN[C@H](C(=O)O)[C@@H]1CC(=O)O	-10%
CN(C)C1C(=O)C(C(N)=O)=C(O)[C@@]2(O)C(=O)C3=C(O)c4c(O)cccc4[C@@](C)(O)C3CC12 (stereo partly specified)	3%
C=C1C([C@@]2(C)C(OC(C)=O)CC(=O)O[C@@](C)(COC(C)=O)C2CC(=O)OC)C(OC=O)C(OC(=O)C(OC(C)=O)C(C)CC)[C@]2(C)C(c3ccoc3)CC(=O)C12O (stereo partly specified)	-6%
Cc1cc2c(C(C)C)c(O)c(O)c(C=O)c2c(O)c1-c1c(C)cc2c(C(C)C)c(O)c(O)c(C=O)c2c1O	?
C=Cn1ccnc1P(=S)(c1ccc(Cl)cc1)c1nccn1C=C	7%[57.5 µM]
COc1cc2c(cc1OC)[C@@H]1C(=O)c3ccc(O)c(CC=C(C)C)c3OC1CO2 (stereo partly specified)	13%
COC(=O)C12CC3=CCC4C(=O)N(c5ccccc5)C(=O)C4C3Cc3ccccc3[C@@H]1CNC2=O (stereo partly specified)	0%
NC1CC1c1ccccc1 (stereo unspecified)	1%
COc1ccc(C(=O)OC2C[C@H]3CC[C@@H](C2)N3C)cc1OC (stereo partly specified)	21%[25.7 µM]
NP(=O)(Oc1ccccc1Cl)Oc1ccccc1Cl	1%
COc1ccc2c3c([nH]c2c1)C(C)=NCC3	?
Cc1ccc(C(=O)N[C@@H](C)CN2C3=NC[C@@H](Cc4ccccc4)N3C[C@H]2Cc2ccc(O)cc2)cc1Br	-3%[57.5 µM]
CC(C(=O)c1c[nH]c2ccccc12)N1CCN(C(=O)c2ccco2)CC1 (stereo unspecified)	4%[57.5 µM]
CCC(=NCc1cccnc1)c1c(O)n(-c2ccccc2C)c(=O)[nH]c1=O	12%[57.5 µM]

Filtered by structure, the entries above with fluorine (two)
SMILES	ERK EGF inh
O=C1NC(=O)N(Cc2ccc(F)cc2)C(=O)/C1=C\c1ccoc1	-4%[57.5 µM]
O=C(CCCN1CCC2(CC1)C(=O)N(Cc1cccc(F)c1)CN2c1ccccc1)c1ccc(F)cc1	10%

Back to the main list, repeating the seven entries before the break.
SMILES	ERK EGF inh
NC1CC1c1ccccc1 (stereo unspecified)	1%
COc1ccc(C(=O)OC2C[C@H]3CC[C@@H](C2)N3C)cc1OC (stereo partly specified)	21%[25.7 µM]
NP(=O)(Oc1ccccc1Cl)Oc1ccccc1Cl	1%
COc1ccc2c3c([nH]c2c1)C(C)=NCC3	?
Cc1ccc(C(=O)N[C@@H](C)CN2C3=NC[C@@H](Cc4ccccc4)N3C[C@H]2Cc2ccc(O)cc2)cc1Br	-3%[57.5 µM]
CC(C(=O)c1c[nH]c2ccccc12)N1CCN(C(=O)c2ccco2)CC1 (stereo unspecified)	4%[57.5 µM]
CCC(=NCc1cccnc1)c1c(O)n(-c2ccccc2C)c(=O)[nH]c1=O	12%[57.5 µM]
NC(=O)Cn1cc(C(=O)c2ccccc2F)c2ccccc21	-2%
CCCCC(=O)N/N=C/c1c(O)n(Cc2ccc(F)cc2)c(=O)[nH]c1=O	-8%[57.5 µM]
COC(=O)C1=CCCN(C)C1	12%
c1ccc2c(c1)OC[C@@H](C1=NCCN1)O2	2%
CCCC(C)C1(CC)C(=O)NC(=Nc2ccc(OC)cc2)NC1=O (stereo unspecified)	5%
CC(C)Oc1cccc(C(=O)C2CCCN(Cc3ccon3)C2)c1 (stereo unspecified)	-7%
CCC(=NCc1cc(OC)cc(OC)c1)c1c(O)n(C2CCCCC2)c(=O)[nH]c1=O	9%[57.5 µM]
CNC1[C@@H](O)C(OC2C(N)C[C@H](N)[C@@H](O[C@@H]3OC(C(C)O)C(O)C(O)C3N)C2O)OC[C@]1(C)O (stereo partly specified)	-4%
Cc1ccc(CC(=O)N2CCN(Cc3ccccc3)CC2)cc1	3%
c1nc2nc3c(c(N4CCNCC4)n2n1)CCCC3	4%[57.5 µM]
CN1CC(C(=O)c2ccc(F)cc2)C(c2c(F)cccc2Cl)C1 (stereo unspecified)	?
CC(C)(c1ccc(OC[C@@H]2CO2)cc1)c1ccc(OC[C@H]2CO2)cc1	-12%
CN(C)C(=O)Oc1cc(OC(=O)N(C)C)cc(C(O)CNC(C)(C)C)c1 (stereo unspecified)	22%
CCN1CCN(c2ccc([N+](=O)[O-])cc2C(=O)OC)CC1	-4%
CNC(=O)OCc1n(C)cc[n+]1C	-10%
CN1CCN(c2ccc([N+](=O)[O-])c(SCCO)c2)CC1	-9%
CN1CCC23CCCC[C@H]2C1Cc1ccc(O)cc13 (stereo partly specified)	-5%
O=C(Nc1ccccc1)c1cccn(Cc2ccccc2)c1=O	-1%
CC(C)(C)c1o[nH]c(=O)c1CC(N)C(=O)O (stereo unspecified)	6%
CCCC[N+]1(C)C2CC(OC(=O)C(CO)c3ccccc3)CC1C1OC12 (stereo unspecified)	6%
COc1ccc(CN2CCCC(C(=O)c3ccccc3SC)C2)cc1O (stereo unspecified)	2%
COCCN1Cc2cc(=O)n3c([nH]c4ccccc43)c2C1=N	6%
Cc1ccc2c(c1)C1CN(C)CCC1N2C(=O)c1cccnc1Cl (stereo unspecified)	-2%[57.5 µM]
CCN1C[C@@]2(OC(=O)c3ccccc3NC(C)=O)CCC(OC)[C@@]34C5CC6C(OC)C[C@@](O)(C(CC23)[C@@H]14)C5(O)C6OC (stereo partly specified)	14%
CC(=O)OCC(=O)[C@@H]1CC[C@H]2[C@H]3CC[C@H]4C[C@@H](O)CC[C@]4(C)[C@@H]3C(=O)C[C@@]12C	-1%[25.7 µM]
O=CN1CC2CC(C1)c1cccc(=O)n1C2 (stereo unspecified)	1%
C#CCN(C)C(C)Cc1ccccc1 (stereo unspecified)	-6%[57.5 µM]
NCCc1c[nH]c2ccc(O)cc12	21%
C=CCn1c(O)c(/C=C/C=Nc2ccccc2)c(=O)[nH]c1=O	9%
CC(C)n1cc(C(=O)N(CC(=O)NC(C)(C)C)Cc2ccccc2)cn1	-6%
CC(=O)OC[C@]12CCC(C)=C[C@H]1O[C@@H]1[C@H](O)[C@@H](OC(C)=O)[C@@]2(C)[C@]12CO2	-8%[57.5 µM]
CC1/C=C/C=C/CC/C=C/C=C/C=C/C=C/C(OC2OC(C)C(O)C(N)C2O)CC2O[C@](O)(CC(O)C(O)CCC(O)CC(O)CC(O)CC(=O)OC(C)C(C)C1O)CC(O)C2C(=O)O (stereo partly specified)	9%
CCCCC/C=C\C[C@@H](/C=C/C=C\C/C=C\CCCC(=O)O)OO	-6%
CCN(C(=O)CN1CC=C(c2ccccc2)CC1)c1c(N)n(Cc2ccccc2)c(=O)[nH]c1=O	-5%
c1ccc(CCCN2CCN(CCOC(c3ccccc3)c3ccccc3)CC2)cc1	7%&-10%
CC1CCCN(CC(=O)c2ccc(Cl)c(Cl)c2)C1 (stereo unspecified)	-5%
CN(C)c1ccc(C=C2C(=O)NC(=S)NC2=O)cc1[N+](=O)[O-]	4%
CCC1C(c2ccccc2)NC(c2ccccc2)CC1(O)c1ccc(F)cc1 (stereo unspecified)	8%[57.5 µM]
CCc1ccc(N2C(=O)NC(=O)C(CCc3ccncc3)(CCc3ccncc3)C2=O)cc1	1%
O=C(Cc1ccc([N+](=O)[O-])cc1)N1CCN(Cc2ccc3c(c2)OCO3)CC1	1%[57.5 µM]
Cc1cccc(-n2c(-c3cccs3)nc3ccccc3c2=O)c1	12%
CN(C(=O)Oc1ccc([N+](=O)[O-])cc1)c1ccccc1	0%
Cc1cccc(-n2c(O)c(C=Nc3ccc(S(N)(=O)=O)cc3)c(=O)[nH]c2=O)c1	-1%
C[C@]12CC[C@H](OS(=O)(=O)O)CC1=CCC1C2CC[C@]2(C)C(=O)CC[C@@H]12 (stereo partly specified)	11%
CN1C(=O)N(C)C(=O)C2(Cc3ccccc3N3CCCC32)C1=O (stereo unspecified)	5%[57.5 µM]
COc1ccc(CCNCc2sccc2C)cc1OC	7%
COc1cc(CN=C(C)c2c(O)n(C3CCCCC3)c(=O)[nH]c2=O)cc(OC)c1	0%[57.5 µM]
CCCCN1C(=O)/C(=C/C=C/c2ccco2)C(=O)NC1=S	-7%
COCC(=O)N1CCC2(CCCN(Cc3ccncc3)C2)CC1	0%
O=C(O)COc1ccc(Cl)cc1Cl	7%
Cc1c(C(=O)c2ccc3ccccc3c2)c2cccc3c2n1[C@H](CN1CCOCC1)CO3	-6%
O=[N+]([O-])c1ccc(N2CCNCC2)cc1N1CCCCCC1	?
CN1[C@@H]2CCC[C@H]1CC(=O)C2	8%[25.7 µM]
C/C(=N\NP(=S)(c1ccccc1)c1ccccc1)c1ccc(O)cc1O	-9%[57.5 µM]
C=C1[C@@H](C)[C@H]2[C@H](Cc3ccccc3)NC(=O)[C@]23OC(=O)/C=C/[C@H](O)CCC[C@@H](C)C/C=C/[C@H]3[C@@H]1O	?
O=c1[nH]c(=O)n(CCC2=CCCCC2)c(O)c1/C=N/Nc1cccc2ccccc12	?
CCOC(=O)c1c(/N=C/C2C(=O)NC(=O)NC2=O)sc2c1CCC2	2%
Cn1c(O)c(/C=N/N2CCCCC2)c(=O)[nH]c1=O	6%
O=C1NS(=O)c2cc([N+](=O)[O-])cc([N+](=O)[O-])c21 (stereo unspecified)	-14%
Cc1cccc(-n2c(-c3ccc([N+](=O)[O-])cc3)nc3ccccc3c2=O)c1	3%

More records follow:
SMILES	ERK EGF inh
CN1CC[C@@]2(C)c3cc(O)ccc3N(C)[C@@H]12	-4%
COc1ccc(NC(=O)N2CC3(CCN(C(=O)Oc4ccccc4)CC3)C2)cc1	0%
Cc1ccc(/C=C2/C(=O)NC(=O)N(CC3CCCO3)C2=O)s1 (stereo unspecified)	-8%
O=C(Cc1ccccc1)Oc1ccc(N2C(=O)C3CCCCC3C2=O)cc1 (stereo unspecified)	5%
Nc1cc(Cl)c2nonc2c1[N+](=O)[O-]	3%
C=C(C)CN1CC[C@@]23c4c5ccc(O)c4O[C@H]2c2[nH]c4ccccc4c2C[C@]3(O)[C@@H]1C5	-12%
Cc1ccc(-n2c(O)c(C=Nc3ccc(S(N)(=O)=O)cc3)c(=O)[nH]c2=O)cc1	3%
C=CCn1c(O)c(C(CC)=Nc2cccc(C(=O)O)c2)c(=O)[nH]c1=O	-1%[57.5 µM]
CS(=O)(=O)N1CCC2(CC1)CN(Cc1ccncc1)C2	-3%
CCNC(=S)N1CCn2cccc2C1c1cccnc1 (stereo unspecified)	-6%
CC(=NCC1CCCO1)c1c(O)n(-c2ccccc2C)c(=O)[nH]c1=O (stereo unspecified)	-3%[57.5 µM]
CC1C(=O)OC2C1CC[C@@]1(C)C=CC(=O)[C@@]3(C)O[C@@]213 (stereo partly specified)	7%
COc1ccc2c(c1O)-c1cccc3c1C(C2)N(C)CC3 (stereo unspecified)	-13%
CC1CCCC(C)N1/N=C/c1c[nH]c2ccc(Br)cc12 (stereo unspecified)	-4%
COc1ccc2[nH]cc(CCN(C)C)c2c1	3%&-4%
CCC(=NCc1cccnc1)c1c(O)n(-c2ccc(Cl)cc2)c(=O)[nH]c1=O	-18%[57.5 µM]
CCCC(C)C1(CC)C(=O)N=C(S)NC1=O (stereo unspecified)	10%
O=C(N/N=C/c1c(O)n(CCc2ccccc2)c(=O)[nH]c1=O)c1ccccc1	4%[57.5 µM]
COc1ccc(C(=O)C2CCCN(Cc3ccon3)C2)c(OC)c1 (stereo unspecified)	-8%[57.5 µM]
CCOC(=O)c1ccc(N=C(C)c2c(O)[nH]c(=O)[nH]c2=O)cc1	1%[57.5 µM]

Not all compounds are listed, so the mix of outcomes need not match the whole.
